Source: PubChem (several laboratories)
PTEN del growth = PTEN-deleted cell growth suppression; HCT116 PTEN-null viability, CellTiter-Glo, 60 h; active compounds read low; viability, % at 10 µM; hit rate 1.2% among 140,000;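 active = viability at or below a set limit, 4 SD under the median of all tested compounds, cut at about 3.7% in these data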;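 note: PTEN knockout HCT116 line with beta catenin targeted HCT116 as companion control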
GALR2 blocker = blocks the human galanin receptor 2; O43603; GALR2-expressing cells, antagonist mode; inhibition, % at 4 µM; hit rate 0.39% among 140,000; AID 828; in the data active = inhibition above about 27%;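 note: cells stimulated with galanin 1-16 at roughly its EC80; 0% = agonist challenge control and 100% = basal control without agonist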
Target sequence (O43603 whole entry, looked up): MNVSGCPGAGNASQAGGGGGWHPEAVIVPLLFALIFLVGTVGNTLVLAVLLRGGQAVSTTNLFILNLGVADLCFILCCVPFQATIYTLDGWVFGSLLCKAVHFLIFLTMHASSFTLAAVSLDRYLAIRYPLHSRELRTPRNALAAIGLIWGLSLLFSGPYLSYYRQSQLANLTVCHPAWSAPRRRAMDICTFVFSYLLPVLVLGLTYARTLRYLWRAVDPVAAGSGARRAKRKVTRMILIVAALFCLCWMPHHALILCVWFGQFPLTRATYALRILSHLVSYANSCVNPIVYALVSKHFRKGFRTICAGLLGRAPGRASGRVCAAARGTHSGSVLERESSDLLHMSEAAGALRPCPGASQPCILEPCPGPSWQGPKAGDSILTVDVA
bCat KO growth = beta-catenin-lacking colon tumor cell growth suppression | HCT116 beta-catenin knockout viability, CellTiter-Glo, 60 h; active compounds read low | viability, % at 10 µM | hit rate 1.5% among 140,000;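 active = viability at or under a set limit, the compound median less 4 SD, cut at about 6% in these data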;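 note: 0% = Hyamine 1622 control at 20 µM and 100% = untreated cell control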
MRP1 act = activates MRP-1 | AID 799 | viability increase, % at 10 µM | H69AR cells + doxorubicin, viability rescue, CellTiter-Glo | hit rate 0.61% among 140,000;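 active = viability gain under doxorubicin at or above a set limit, the compound median plus 3 SD, cut at about 4.7% in these data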;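 note: MRP-1 overexpressing cells given doxorubicin 25 µM after compound pretreatment; 18-22 h compound pretreatment then 72 h with doxorubicin before readout; 0% = doxorubicin-only wells and 100% = vehicle-treated cells without doxorubicin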
Yeast life ext = extends the lifespan of yeast; S. cerevisiae growth with nicotinamide, OD615; deaD strain in restrictive glucose medium; inhibition of the nicotinamide effect, % at 10 µM; hit rate 0.68% among 130,000;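 active = inhibition above a set limit, placed 3 SD over the median of all compounds, cut at about 26% in these data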;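 note: 0% = nicotinamide-treated wells and 100% = cells grown without nicotinamide; some compounds called inactive have numbers as strong as hits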
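System: DeaD-strain S. cerevisiae / Buffer or medium: CSMM-D, restrictive glucose (dextrose) synthetic minimal medium / Probe or stimulus: nicotinamide, 1.5 mM, co-present with compound / Compound: one concentration, 10 µM, DMSO 0.25% / Incubation: 48 h compound exposure at 30 °C, humidified / Technique: optical density (absorbance) at 615 nm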
E-sel TNF inh = blocks E-selectin expression induced by TNF alpha; HUVEC TNFa-induced E-selectin immunofluorescence, high content; hit rate 0.71% among 120,000; AID 1246; inhibition, % at 2 µM;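 active = inhibition above the batch mean plus 3 SD, and confirmed as a hit on visual image review, cut at about 43% in these data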;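 note: 0% = TNF-stimulated DMSO wells and 100% = unstimulated control wells; not every result past the cut was called active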
NPY Y2 blocker = blocks the human neuropeptide Y Y2 receptor | P49146 | AID 793 | inhibition, % at 2.7 µM | NPY-Y2 expressing cells, antagonist mode | hit rate 0.99% among 140,000; in the data active = inhibition above about 17%;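 note: 0% = vehicle with agonist challenge and 100% = reference antagonist with challenge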
Target sequence (P49146 whole entry, looked up): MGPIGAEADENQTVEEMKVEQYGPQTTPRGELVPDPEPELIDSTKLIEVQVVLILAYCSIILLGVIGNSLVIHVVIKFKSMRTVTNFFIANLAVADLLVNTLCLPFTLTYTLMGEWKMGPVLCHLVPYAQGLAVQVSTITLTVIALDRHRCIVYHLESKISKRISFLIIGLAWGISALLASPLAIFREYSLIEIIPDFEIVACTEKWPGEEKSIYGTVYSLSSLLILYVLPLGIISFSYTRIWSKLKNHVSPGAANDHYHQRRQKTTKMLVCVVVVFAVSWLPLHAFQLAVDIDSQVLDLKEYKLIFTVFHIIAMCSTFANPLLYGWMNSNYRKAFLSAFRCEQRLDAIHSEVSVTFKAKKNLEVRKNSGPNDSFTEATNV
Measles CPE = protection of cells from measles virus; Measles virus-infected cells, CPE protection, absorbance; protection (pct of control), % at 4 µM; hit rate 1.5% among 140,000; in the data active = protection mostly above about 24%, no sharp cut-off; inactive = mostly below about 26%; note: some compounds called inactive have numbers as strong as hits
BB579 growth dn = chemicals that inhibit yeast BB579 growth in restrictive medium (lifespan-shortening candidates). hit rate 0.51% among 140,000. AID 804. inhibition, % at 10 µM. S. cerevisiae BB579 growth, OD615, 48 h;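 active = inhibition above a set limit, 3 SD over the mean compound inhibition, cut at about 44% in these data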; note: inactives centre near -24
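System: Saccharomyces cerevisiae DeaD strain BB579, replicative lifespan model yeast. Buffer or medium: restrictive glucose-based CSMM-D medium. Doses: one dose, 10 µM compound with 0.25% DMSO. Timing: 4 h preincubation and 48 h exposure at 30 °C. Detection: turbidity as optical density at 615 nm. Benchmarks: amphotericin B 10 µg/mL, positive.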
Phagocyt inh = inhibitors of macrophage phagocytosis; J774A.1 macrophage IgG-bead phagocytosis, imaging; inhibition, % at 5 µM; hit rate 0.07% among 110,000;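 active = inhibition above the mean of the plate negative controls plus 5 SD, cut at about 13% in these data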;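 note: phagocytic index as fraction of beads internalized from green versus red external bead signal; plate controls were DMSO negative control for no effect and cytochalasin-D positive control for full effect; some results beyond the cut were filed as inactive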
* = called active by the depositor; . = not tested or not shown.

(1) Cc1csc(SCc2c(C(=O)O)oc3ccccc23)n1
(2) O=[N+]([O-])c1cc([N+](=O)[O-])c(N2CCOCC2)cc1NCc1ccccc1
(3) Cc1cc(Nc2ccccc2Br)n2nc(C)nc2n1
(4) CCN1CCN(C(=O)c2ccc(COc3ccc(Cl)cc3)o2)CC1
(5) CCCCC(=O)NCc1ccc2c(c1)cc(C)n2C
(6) Cc1ccc(S(=O)(=O)Nn2c(C)ccc2C)cc1
(7) COc1cc(-c2noc(C3CCCN(S(=O)(=O)c4cccc(Cl)c4)C3)n2)cc(OC)c1OC (stereo unspecified)
(8) Cc1ccc(NC(=O)CN(C)C(=O)CCOc2cccc(C)c2)cc1
assay / compound	1	2	3	4	5	6	7	8
PTEN del growth	95	85	101	83	94	96	75	92
GALR2 blocker	5	5	-1	1	0	-3	-12	3
bCat KO growth	89	91	96	89	102	97	89	88
MRP1 act	-3.1	-1.4	-1.0	-1.4	-3.1	-1.9	-2.4	0.4
Yeast life ext	-18	-12	4	-11	-25	-10	-10	4
E-sel TNF inh	17	-6	-15	0	.	-1	.	.
NPY Y2 blocker	5	2	2	2	-2	2	3	5
Measles CPE	2	22	20	42*	5	19	24	7
BB579 growth dn	10	0	-38	20	-17	24	-17	-8
Phagocyt inh	.	0	.	-3	.	-2	-1	0

Measles CPE, entries above that show a hit
nr	Structure	GALR2 blocker	Yeast life ext	E-sel TNF inh	NPY Y2 blocker	Measles CPE	BB579 growth dn	Phagocyt inh
4	CCN1CCN(C(=O)c2ccc(COc3ccc(Cl)cc3)o2)CC1	1	-11	0	2	42*	20	-3

Back to the main list with the 3 entries that preceded the break.
(6) Cc1ccc(S(=O)(=O)Nn2c(C)ccc2C)cc1
(7) COc1cc(-c2noc(C3CCCN(S(=O)(=O)c4cccc(Cl)c4)C3)n2)cc(OC)c1OC (stereo unspecified)
(8) Cc1ccc(NC(=O)CN(C)C(=O)CCOc2cccc(C)c2)cc1
(9) CC(=O)N1CCN(c2nnnn2-c2ccccc2)CC1
(10) OCC1(C2=NOC(O)(C(F)(F)F)C2)CCCCC1 (stereo unspecified)
(11) CCOc1ccccc1Nc1nc(-c2sc(NC(=O)c3ccccc3)nc2C)cs1
(12) Cc1ccccc1CNCc1cccnc1
(13) C/C(=N/NC(=O)CCCOc1ccc(Cl)cc1Cl)c1ccc(C)o1
(14) CC(=O)N1CCN=C1SCc1ccc(Br)cc1
(15) O=C(O)c1cccc(CSc2nnc(-c3ccco3)o2)c1
(16) Cc1nnc(NC(=O)c2sc3ccccc3c2Cl)s1
assay / compound	6	7	8	9	10	11	12	13	14	15	16
PTEN del growth	96	75	92	96	102	74	107	99	111	105	114
GALR2 blocker	-3	-12	3	-6	-1	-1	-11	-1	5	2	6
bCat KO growth	97	89	88	92	96	86	95	100	89	101	104
MRP1 act	-1.9	-2.4	0.4	-2.2	-1.1	-1.9	-1.4	-1.7	9.4*	-1.3	0.2
Yeast life ext	-10	-10	4	-6	-5	-5	3	-1	-11	6	-12
E-sel TNF inh	-1	.	.	6	.	-33	12	.	.	45	-11
NPY Y2 blocker	2	3	5	3	0	7	5	9	3	2	2
Measles CPE	19	24	7	4	12	2	5	7	20	21	12
BB579 growth dn	24	-17	-8	2	-51	-30	-50	-25	-1	-32	-32
Phagocyt inh	-2	-1	0	1	0	3	-2	-6	0	-2	-1

(17) C/C(=N\OC(=O)c1ccc(F)cc1)c1sc(-c2ccccc2)nc1C
(18) COC(=O)c1ccc(Nc2nc(C)cc(C)n2)cc1
(19) Cc1cccc(-c2nnc3sc(-c4ccccc4C)nn23)c1
(20) O=c1ccc2cc(S(=O)(=O)N3CCN(c4ccccc4)CC3)ccc2o1
(21) CC1Nc2nc(N(C)C)[nH]c(=O)c2NC1C (stereo unspecified)
(22) Cc1cccc(SCc2noc(C(=O)NC(C)C)c2C(=O)O)c1
(23) Cc1ccc(C(=O)NNC2=Nc3cccc4cccc2c34)cc1
(24) COC(=O)Nc1c(C)n(C)n(-c2ccccc2)c1=O
assay / compound	17	18	19	20	21	22	23	24
PTEN del growth	88	98	40	96	105	102	14	101
GALR2 blocker	-4	23	9	-6	-1	8	8	1
bCat KO growth	83	105	46	102	105	92	20	108
MRP1 act	2.1	0.7	-5.3	-1.4	-1.2	-0.7	1.2	1.0
Yeast life ext	-5	-19	-8	-23	6	-3	2	-16
E-sel TNF inh	-42	-6	.	-4	4	13	.	-12
NPY Y2 blocker	1	1	19*	-1	0	11	9	1
Measles CPE	7	5	6	6	3	5	9	5
BB579 growth dn	-21	-53	44*	-26	-15	-56	-12	11
Phagocyt inh	0	3	-1	0	-7	.	-10	0

(25) O=C(CNC(=O)C(c1ccccc1)c1ccccc1)N/N=C\c1ccc2c(c1)OCO2
(26) CN1CCN(C(=O)c2ccc(-n3cccc3)cc2)CC1
(27) O=C(CSc1nnc(-c2ccccc2O)n1Cc1ccccc1)NNC(=O)c1ccccc1O
(28) COc1ccc(-c2nc(C#N)c(NCc3ccc(C)cc3)o2)cc1OC
(29) COCCCNC(=O)C1CCN(c2ncccn2)CC1
(30) Clc1ccc2nc3ccccn3c2c1
(31) Cc1nn(CC(=O)Nc2cc(S(=O)(=O)N(C)C)ccc2Cl)c(C)c1[N+](=O)[O-]
(32) O=C(Cn1cnc2c(nnn2-c2ccccc2)c1=O)N1CCCc2ccccc21
assay / compound	25	26	27	28	29	30	31	32
PTEN del growth	104	95	67	69	110	108	87	88
GALR2 blocker	1	3	0	-3	-8	-5	2	7
bCat KO growth	99	101	61	71	110	109	90	93
MRP1 act	3.5	-1.0	-3.0	-2.7	1.4	-3.0	-2.5	-2.8
Yeast life ext	0	-8	0	-24	-2	-11	2	-4
E-sel TNF inh	.	28	.	-23	8	.	7	-3
NPY Y2 blocker	10	3	2	27*	1	5	3	3
Measles CPE	17	7	19	9	6	32	41*	53*
BB579 growth dn	-18	-45	-30	-51	-21	6	-37	-27
Phagocyt inh	8	.	-10	1	0	-1	-4	-1

(33) O=c1[nH]c2ccc(Cl)cc2c(-c2ccccc2)c1N1CCN(CCO)CC1
(34) O=C(C/C=N/OCc1ccccc1F)c1cnc(-c2ccc(Cl)cc2)s1
(35) Cc1ccc(C)n1-c1sc2c(c1C#N)CCCC2
(36) CCC(Sc1ncnc2c1c(-c1ccccc1)cn2-c1ccc(OC)cc1)C(=O)OC (stereo unspecified)
(37) CCOc1ccccc1NC(=O)c1cc(CC(C)C)oc1C
(38) COC(=O)c1cccc(COC(=O)c2ccccc2NC(=O)c2ccco2)c1
(39) COc1ccc(NC(=O)C2CCN(C(=O)c3cccs3)CC2)c(OC)c1
(40) CC1C(c2ccccc2)C(C#N)(C#N)C2(C#N)C(=O)NC1(N)C2C (stereo unspecified)
assay / compound	33	34	35	36	37	38	39	40
PTEN del growth	42	99	80	99	66	82	102	99
GALR2 blocker	-8	2	-2	-5	-7	-6	-3	-6
bCat KO growth	52	85	86	95	73	65	94	97
MRP1 act	-5.1	-0.2	-1.8	1.2	0.5	-0.2	-4.8	-1.2
Yeast life ext	-20	-10	.	-1	-20	-6	-22	-8
E-sel TNF inh	-9	0	-17	5	16	-23	6	-11
NPY Y2 blocker	5	7	3	1	4	6	3	3
Measles CPE	25	7	3	1	4	16	7	24
BB579 growth dn	-30	-26	-38	-11	-50	-25	-6	9
Phagocyt inh	-1	.	.	-9	-1	-1	.	1

(41) CCc1ccc2nc(N3C(=O)C(O)=C(C(=O)c4ccco4)C3c3cccs3)sc2c1 (stereo unspecified)
(42) Cc1ccc(-n2c(C)cc(/C=N/NC(=O)CC3(C)OCCO3)c2C)cc1
(43) O=S(=O)(Nc1ccc2nc(C(F)(F)F)[nH]c2c1)c1ccccc1
(44) COC(=O)c1ccccc1NC=C1C(=O)OC2(CCCCC2)OC1=O
(45) Cc1cc(=O)[nH]c(SCC(=O)Nc2nc3c(s2)CCCC3)n1
(46) CN(c1ccccc1C(=O)Nc1cccc(Cl)c1Cl)S(C)(=O)=O
(47) CCOC(=O)/C(C#N)=C1/C=CN(Cc2ccccc2)C=N1
(48) Cc1cccc(Nc2nc3c(S(=O)(=O)c4ccccc4)nnn3c3ccccc23)c1C
assay / compound	41	42	43	44	45	46	47	48
PTEN del growth	94	90	88	109	95	89	110	88
GALR2 blocker	-1	-5	4	13	-6	-7	-2	-1
bCat KO growth	91	87	84	99	91	91	93	84
MRP1 act	-3.2	-2.3	-1.4	0.5	-2.8	-3.2	-3.2	-1.7
Yeast life ext	45*	.	-22	-11	-26	-4	-24	3
E-sel TNF inh	-8	9	2	-17	35	0	18	20
NPY Y2 blocker	6	2	1	2	1	3	-2	2
Measles CPE	6	22	2	6	2	2	19	5
BB579 growth dn	-65	-24	6	-36	0	-8	-10	-14
Phagocyt inh	.	.	0	-1	.	-1	0	-5

(49) O=C(Nc1cccc(Cl)c1N1CCCC1)c1cc2ccccc2o1
(50) COC(=O)COC(=O)CC(CC(N)=O)c1ccccc1 (stereo unspecified)
(51) Cn1c(NC(=O)c2ccco2)c(-c2ccccc2Cl)c(=O)c2ccccc21
(52) O=C(NNC1=C(C(=O)C(F)(F)F)CCC1)c1ccc(Cl)cc1
(53) O=C1CCC(C(=O)OCc2c(Cl)cccc2Cl)N1 (stereo unspecified)
(54) CCCC(=O)N(CCN(C(=O)CCC)c1ccccc1)c1ccccc1
(55) COc1ccc(-c2cc(C(=O)NCCN3CCOCC3)c3ccccc3n2)c(OC)c1
(56) CC1CCCCC1N1CCN(C(=O)c2cccc(F)c2)CC1 (stereo unspecified)
assay / compound	49	50	51	52	53	54	55	56
PTEN del growth	67	109	105	70	93	89	99	104
GALR2 blocker	-11	-7	-13	-3	-2	6	-4	3
bCat KO growth	64	101	112	55	95	81	90	111
MRP1 act	-3.5	0.3	-0.8	6.4*	2.7	-3.6	-3.5	-0.5
Yeast life ext	-9	1	-8	9	-2	.	-16	-13
E-sel TNF inh	-17	-6	32	3	-27	-16	4	.
NPY Y2 blocker	14	1	1	5	-2	9	3	6
Measles CPE	3	3	11	10	2	2	8	11
BB579 growth dn	-17	-36	-58	-40	-18	-7	-37	-6
Phagocyt inh	5	-1	0	-2	-3	.	0	4

(57) Cc1ccc(NC(=O)N/C=C/c2ccc(Cl)cc2)cc1
(58) Cc1cc(C)cc(OCC(=O)NNC(=O)c2ccoc2C)c1
(59) COC(=O)c1ccc(C(=O)OC)c(NC(=O)c2cnc3n(c2=O)CCS3)c1
(60) CCOC(=O)CC1=C(C(=O)OCC)C(c2cccnc2)C(C#N)=C(N)O1 (stereo unspecified)
(61) CC(=O)c1ccc(O)c(CO)c1
assay / compound	57	58	59	60	61
PTEN del growth	84	98	90	99	118
GALR2 blocker	6	8	-4	-9	-13
bCat KO growth	96	90	86	103	102
MRP1 act	1.1	0.0	-2.5	-2.6	-0.7
Yeast life ext	-13	-17	-4	-8	-3
E-sel TNF inh	-28	-41	-18	3	.
NPY Y2 blocker	0	4	4	2	0
Measles CPE	1	9	40	14	9
BB579 growth dn	-34	-19	-34	-30	-44
Phagocyt inh	3	4	.	.	0
